Source: PubChem (several laboratories)
TLR9-MyD88 inh – inhibitors of human TLR9-MyD88 binding; Q9NR96+Q99836; CHO BLA complementation TLR9-MyD88, CCF4 FRET ratio; inhibition, % at 4.98 µM; hit rate 0.21% among 340,000; AID 504734;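 active = inhibition above the mean over all tested compounds plus 3 SD, cut at about 21% in these data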;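 note: 0% = DMSO only wells and 100% = clavulanate BLA inhibitor control wells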
Target sequence (Q99836 whole entry, looked up): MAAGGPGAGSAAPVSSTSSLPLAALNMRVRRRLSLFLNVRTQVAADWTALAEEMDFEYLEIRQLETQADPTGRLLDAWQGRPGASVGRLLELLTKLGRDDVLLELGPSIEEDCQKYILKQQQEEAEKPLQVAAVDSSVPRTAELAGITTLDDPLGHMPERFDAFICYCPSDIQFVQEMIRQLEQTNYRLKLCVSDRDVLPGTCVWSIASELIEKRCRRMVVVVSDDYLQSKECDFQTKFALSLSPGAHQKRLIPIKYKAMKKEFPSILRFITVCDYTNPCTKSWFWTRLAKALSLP
Target sequence (Q9NR96 whole entry, looked up): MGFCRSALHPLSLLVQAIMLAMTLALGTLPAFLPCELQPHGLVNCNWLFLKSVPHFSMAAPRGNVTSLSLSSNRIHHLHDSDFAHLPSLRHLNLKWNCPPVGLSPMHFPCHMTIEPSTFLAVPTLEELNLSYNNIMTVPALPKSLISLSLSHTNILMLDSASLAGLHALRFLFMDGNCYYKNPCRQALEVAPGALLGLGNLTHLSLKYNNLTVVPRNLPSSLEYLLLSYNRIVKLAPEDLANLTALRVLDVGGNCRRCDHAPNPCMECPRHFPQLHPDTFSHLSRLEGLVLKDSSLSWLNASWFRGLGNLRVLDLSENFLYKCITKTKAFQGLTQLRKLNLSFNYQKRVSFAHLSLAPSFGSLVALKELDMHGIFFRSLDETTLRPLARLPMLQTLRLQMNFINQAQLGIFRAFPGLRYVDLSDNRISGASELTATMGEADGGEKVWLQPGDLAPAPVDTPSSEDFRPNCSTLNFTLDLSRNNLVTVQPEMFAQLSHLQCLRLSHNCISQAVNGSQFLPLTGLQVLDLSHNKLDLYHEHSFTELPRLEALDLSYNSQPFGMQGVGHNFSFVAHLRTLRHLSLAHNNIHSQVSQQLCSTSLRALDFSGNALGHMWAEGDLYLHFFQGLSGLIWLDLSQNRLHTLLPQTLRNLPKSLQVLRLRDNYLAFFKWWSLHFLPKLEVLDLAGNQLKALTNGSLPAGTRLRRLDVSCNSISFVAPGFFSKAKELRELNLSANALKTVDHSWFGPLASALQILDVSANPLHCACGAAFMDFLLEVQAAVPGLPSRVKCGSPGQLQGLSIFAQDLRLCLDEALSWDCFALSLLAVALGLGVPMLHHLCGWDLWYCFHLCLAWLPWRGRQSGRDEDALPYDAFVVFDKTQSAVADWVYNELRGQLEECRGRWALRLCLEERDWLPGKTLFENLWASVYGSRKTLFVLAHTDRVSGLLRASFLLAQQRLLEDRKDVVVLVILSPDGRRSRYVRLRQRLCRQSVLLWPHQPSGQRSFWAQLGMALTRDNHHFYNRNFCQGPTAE
NCOA2 inhibitor – human SRC2 (NCOA2) inhibition | Q15596 | HEK293 GAL4-SRC2 luciferase reporter, luminescence | hit rate 0.17% among 370,000 | inhibition, % at 9 µM;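 active = inhibition above the mean inhibition of all tested compounds plus 3 SD, set per campaign, cut at about 52% in these data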;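 note: 0% = DMSO treated cells and 100% = cells given Gossypol at 36 µM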
MC4R barr agon – activates human MC4R beta-arrestin recruitment. P32245. U2OS MC4R beta-arrestin complementation, luminescence; percent of melanotan II response, DMSO zero. activation, % at 8.9 µM. hit rate 0.98% among 360,000. AID 540308;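 active = activation above a per-plate cutoff, the mean activation of sample wells on that plate plus 3 SD, cut at about 8% in these data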
ABHD5-PLIN5 inh – ABHD5-PLIN5 protein interaction inhibition; hit rate 0.78% among 360,000; Split G. princeps luciferase complementation, luminescence, 4 h; Q00G26+Q8WTS1; AID 602281; inhibition, % at 4 µM;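 active = inhibition above the mean inhibition across every tested compound plus 3 SD, cut at about 22% in these data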;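 note: 0% = DMSO only wells and the 100% control is not disclosed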
MC4R antag cAMP – human MC4R antagonism in cAMP assay; AID 540295; inhibition, % at 6.5 µM; MC4R-expressing cells, MTII-stimulated cAMP, LANCE TR-FRET; hit rate 0.48% among 360,000;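 active = inhibition above its plate's cutoff, the mean of tested wells on that plate plus 3 SD, cut at about 29% in these data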;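 note: 0% = Melanotan II alone and 100% = Melanotan II plus saturating MCL0020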
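material = U2OS cells stably expressing human melanocortin 4 receptor (MC4R) | also added = Melanotan II challenge | dosing = single nominal compound dose of 6.5 µM | detection = TR-FRET with Eu-cAMP and labeled anti-cAMP, 671 nm | replication = singlicate | timing = compound 30 min, challenge 1 h, detection 1 h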
LMP1 NFkB inh – reduces LMP1-driven NF-kappaB luciferase signal; inhibition, % at 12.5 µM; LMP1-induced NF-kappaB luciferase reporter cells, luminescence; AID 504558; hit rate 0.69% among 350,000; in the data active = inhibition above about 41%;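 note: 0% = neutral control wells and 100% = reference inhibitor control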
NOD2-RIPK2 inh – inhibitors of human NOD2-RIPK2 interaction. O43353. CHO BLA complementation NOD2-RIPK2, CCF4 ratio. inhibition, % at 4.98 µM. hit rate 0.38% among 360,000. AID 624267; in the data active = inhibition above about 21%;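 note: 0% = vehicle only and 100% = reference blocker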
NR2F2 inh – inhibitors of human COUP-TFII (NR2F2); P24468; inhibition, % at 8.6 µM; HEK293T NGFI-A luciferase reporter, luminescence; AID 686940; hit rate 0.7% among 370,000;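 active = inhibition above a per-plate cutoff, mean inhibition of test wells between control levels plus 3 SD, cut at about 38% in these data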;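 note: cells cotransfected with COUP-TFII expression vector driving the NGFI-A reporter; 0% = median of COUP-TF2 test wells and 100% = reporter-only cells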
NCOA3 inh – inhibits human SRC3 coactivator; Q9Y6Q9; HEK293 GAL4-SRC3 luciferase reporter, luminescence; inhibition, % at 3.6 µM; hit rate 0.17% among 360,000; AID 588352;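 active = inhibition above a per-campaign cutoff, the mean of all compounds plus 3 SD, cut at about 60% in these data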;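 note: 0% = DMSO-treated cells and 100% = gossypol-treated cells at 36 µM; higher means less SRC3-driven luciferase light from the GAL4 reporter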
NCOA1 inh – inhibitors of human steroid receptor coactivator 1 (SRC1); Q15788; HEK293 GAL4-SRC1 luciferase reporter, luminescence; inhibition, % at 3.6 µM; hit rate 0.12% among 360,000; AID 588354;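 active = inhibition above the campaign mean plus 3 SD, with each screening campaign given its own cutoff, cut at about 60% in these data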;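 note: 0% = DMSO treated cells and 100% = gossypol at 36 µM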
NR5A2 inv ag – inverse agonists of human LRH-1 (NR5A2). HEK293T StAR-luciferase reporter, LRH-1 transfected, 24 h. hit rate 0.13% among 360,000. AID 602396. inhibition, % at 3.6 µM;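 active = inhibition above the mean inhibition of all tested compounds plus 3 SD, cut at about 73% in these data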;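 note: 0% = DMSO wells and 100% = reporter-only cells lacking LRH-1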
Numbers without * were called inactive; . = no result given.

canonical_smiles | NR2F2 inh | NOD2-RIPK2 inh | TLR9-MyD88 inh | ABHD5-PLIN5 inh | LMP1 NFkB inh | NR5A2 inv ag | NCOA3 inh | NCOA1 inh | NCOA2 inhibitor | MC4R barr agon | MC4R antag cAMP
Cn1c(=O)c(C(=O)NCc2ccccc2)c(O)c2ccccc21 | -3 | -7 | 10 | 4 | -10 | -6 | -37 | -3 | 4 | -1.2 | 9
COc1ccc(N2CCN(C(CNS(=O)(=O)c3ccccc3)c3ccccc3)CC2)cc1 (stereo not given) | 5 | -17 | -5 | -2 | -5 | -3 | 8 | -7 | -13 | 0.2 | -1
CC1(c2nnc(Cc3ccccc3)o2)CC(c2ccc(C#N)cc2)=NO1 (stereo not given) | -1 | 1 | 9 | -1 | -5 | 2 | -3 | -9 | 16 | 0.4 | -4
Cc1cccc(NC(=O)CSc2nc3[nH]c(=O)cc(O)c3s2)c1 | -1 | -11 | -18 | 0 | 1 | 19 | 7 | -9 | 2 | 0.9 | 17
CCOC(=O)CNC(=S)N(Cc1ccccc1)Cc1cccs1 | 15 | -3 | -1 | 0 | 8 | 11 | -15 | -24 | -14 | 1.3 | 2
CCC(C(=O)O)N1C(=O)/C(=C/c2cccn2C)SC1=S (stereo not given) | 0 | 2 | -12 | 5 | 15 | 33 | 11 | 7 | 17 | -0.5 | 4
Cc1ccc(C(c2c(C)n(C)n(-c3ccccc3)c2=O)c2c(C)n(C)n(-c3ccccc3)c2=O)s1 | 17 | -10 | 4 | 0 | 5 | 12 | 5 | -4 | 4 | -1.8 | 20
CCc1ccccc1NC(=O)c1cnc2n(c1=O)CCS2 | -2 | -8 | 4 | 7 | 2 | -17 | -1 | -5 | -23 | 0.2 | 2
COc1ccccc1NS(=O)(=O)c1cccc(C(=O)NN)c1 | 8 | -13 | -6 | 3 | 5 | 9 | 7 | -15 | 2 | -0.9 | -1
NC(=O)c1cc[n+](CC(=O)NC(=O)Nc2ccccc2)cc1 | -10 | -13 | 10 | -6 | -11 | -13 | -5 | -34 | -34 | -0.1 | -6
CCN(CC)c1ccc(/C=N/Nc2nc(C)cc(C)n2)c(O)c1 | -35 | 2 | 9 | -2 | 25 | -40 | 18 | 9 | 29 | -0.1 | -10
CN(C)c1ccc(C2C3CCCc4ccccc4C3=NN2C)cc1 (stereo not given) | -47 | -2 | -8 | -6 | -30 | -44 | -36 | -32 | -32 | -3.2 | 16
O=C(NC(O)C(=O)c1ccccc1)c1ccccn1 (stereo not given) | -11 | -5 | 2 | -1 | 2 | 5 | -9 | -16 | -23 | -0.4 | 10
CCC(C(=O)OC)n1cnc2c(nnn2-c2cccc(OC)c2)c1=O (stereo not given) | 0 | -51 | 8 | 1 | 15 | 2 | 7 | -6 | -5 | 1.0 | 11
O=C1C(c2ccccc2)=NCCN1C(c1ccc(F)cc1)c1nc2ccccc2[nH]1 (stereo not given) | -28 | 0 | . | -6 | . | -9 | -15 | -2 | -26 | . | .
COc1ccccc1NC(=O)C1=C(C)Nc2ncnn2C1c1ccc(C)o1 (stereo not given) | 9 | -1 | 0 | -2 | 7 | -9 | 6 | -3 | -1 | -1.3 | 2
COc1ccc2[nH]c3c(c2c1)CCN1C(=O)C(CC(=O)NCc2cccc(C(F)(F)F)c2)C[C@H](C(=O)N(C(C)C)C(C)C)[C@@]31C (stereo not given in full) | -12 | -10 | -12 | 0 | 1 | 15 | 7 | 7 | 2 | -0.4 | -2
CC(=O)c1ccc(OCc2c(-c3ccccc3)nnn2CC(=O)NS(=O)(=O)c2ccc(C)cc2)cc1 | -7 | 1 | . | 13 | . | 12 | -7 | 5 | 0 | -1.4 | 2
CCn1c(NC(=O)c2nn(C)cc2Br)nc2ccccc21 | -7 | -3 | -2 | -3 | 15 | 7 | 9 | 1 | -14 | -1.8 | -3
CC(=O)N(Cc1ccc(Br)cc1)c1cccc(C)c1C | 2 | -4 | -19 | -1 | 1 | 8 | 9 | 0 | 8 | -3.6 | 3
CCOC(=O)c1nnc(-c2ccccc2)nc1Oc1ccccc1Cl | -2 | -7 | -7 | 0 | 5 | -5 | 14 | 2 | -24 | -0.8 | 3
O=C(CN1CCN(c2ccc(O)cc2)CC1)Nc1cc(S(=O)(=O)N2CCCCC2)ccc1Cl | 4 | -1 | -3 | 6 | 9 | -14 | -13 | -21 | 27 | -1.8 | 7
Cc1cccc(NC(=S)N2CCn3cccc3C2c2cccnc2)c1 (stereo not given) | 8 | -5 | 8 | -7 | -1 | -12 | 9 | 10 | -21 | -0.9 | -4
Cc1ccc(-n2nc3c(=O)n(C(C)C(=O)NC4CC4)nc(C)c3c2C)cc1 (stereo not given) | 5 | 0 | 7 | -2 | -3 | 17 | 18 | -8 | 25 | -0.1 | 3
CCCCN(C(=O)c1c(CC)noc1C)c1c(N)n(CC(C)C)c(=O)[nH]c1=O | 4 | -5 | -7 | 10 | -14 | 9 | -2 | 2 | 11 | -0.7 | -1
CC(C)c1ccc(NC(=O)Nc2cnccn2)cc1 | -29 | -7 | 0 | -9 | -14 | -63 | -45 | -87 | -51 | -2.7 | -18
CC(C)Cn1c(N)c(C(=O)COC(=O)c2cc(S(=O)(=O)N3CCOCC3)ccc2Br)c(=O)n(C)c1=O | -20 | -4 | 1 | 3 | 7 | 9 | 14 | 7 | 27 | -1.3 | -33
C[C@H](CO)N1C[C@H](C)[C@H](CN(C)C(=O)Nc2cccc(C(F)(F)F)c2)OCc2cnnn2CCCC1=O | -17 | -6 | -2 | 3 | -2 | 14 | -28 | -6 | -16 | -0.2 | 3
CCn1c(C)nc2c(C)[n+](CC(=O)c3ccc(Br)cc3)ccc21 | -2 | -3 | -5 | -9 | 4 | -3 | 19 | 14 | -4 | -1.5 | 5
O=C(C[n+]1ccc(C(=O)N/N=C/c2ccc(OCc3ccccc3)cc2)cc1)c1ccccc1 | -46 | -2 | -6 | 26* | -11 | -50 | -59 | -53 | -41 | 6.2 | 0
CCC(C)(C)n1nnnc1C(c1ccncc1)N1CCN(c2cccc(OC)c2)CC1 (stereo not given) | -10 | -4 | 0 | -1 | 7 | 9 | -3 | 10 | 11 | 1.9 | 19
CCN(CC(=O)Nc1ccc(NC(C)=O)cc1)C(=O)/C=C/c1cn(Cc2ccccc2)nc1-c1cccnc1 | 9 | 3 | 2 | -5 | -5 | 10 | -8 | -10 | -21 | -0.3 | 7
CCc1ccccc1NS(=O)(=O)c1cc(C)ccc1OC | 13 | 4 | 0 | 0 | 0 | -4 | -4 | -1 | -17 | -0.4 | 4
O=C(c1cccs1)N1C[C@H](O)[C@@H](n2cc(-c3ccc(F)cc3)nn2)C[C@@H]1c1ccccc1 | 4 | -10 | 4 | 1 | 2 | 0 | -4 | -8 | 14 | -1.1 | 2
CCC1CCCCN1CC(O)Cn1c2ccccc2n2c(=O)cc(C)c(C#N)c12 (stereo not given) | 9 | -4 | 2 | 0 | 2 | -3 | 8 | 5 | 9 | -2.5 | -1
Cc1ccc(NC(=O)Nn2cnnc2)c(C)c1 | -9 | -4 | 5 | 19 | -3 | 7 | 6 | 8 | -25 | 2.9 | 5
CCNC(C(=O)c1c[nH]c2c(CC)cccc12)c1ccccc1 (stereo not given) | -2 | 14 | 0 | -5 | -6 | 3 | -1 | -11 | 17 | -1.9 | -3
CCCCn1c(N)c(N(CC(C)C)C(=O)CCNC(=O)c2ccc(Cl)cc2)c(=O)[nH]c1=O | 2 | -9 | 1 | 2 | -6 | -8 | 10 | -6 | -3 | -3.1 | 1
Cc1ccc(-c2nc(CS(=O)(=O)CC(=O)NC3CCCCC3C)c(C)o2)cc1 (stereo not given) | -8 | -2 | 3 | 2 | -2 | -9 | -2 | -1 | -10 | 5.0 | 10
Cc1cc(NS(=O)(=O)c2ccc(NC(=S)NC(=O)c3ccc(Cl)cc3Cl)cc2)no1 | 14 | 0 | -2 | -3 | 6 | -14 | 3 | -6 | -4 | 1.1 | 12
CC(=O)c1ccccc1OCCCOc1cccc2cccnc12 | -8 | -2 | -2 | 13 | -9 | -24 | -19 | -47 | -10 | -0.6 | -2
Cc1cccc(NC(=O)CCNS(=O)(=O)c2cccc3nonc23)c1C | 14 | -5 | 4 | 11 | -3 | 16 | 15 | -11 | 12 | 3.7 | 1
COc1ccc2c(c1)c(C(=O)N/N=C/c1ccc(O)c(O)c1)c(C)n2C | 5 | 0 | -11 | 2 | 6 | 11 | 8 | 8 | -1 | -1.5 | -5
Cc1ccc(NC(=O)COc2coc(CN3CCN(c4ccccc4)CC3)cc2=O)cc1 | 14 | -6 | 0 | -8 | 5 | 9 | -17 | -11 | -19 | -1.6 | 5
COC(=O)C1=CN(c2ccc(OC)cc2)C(N)=C(C#N)C1c1ccccc1F (stereo not given) | 10 | -1 | . | -5 | . | -9 | . | . | 3 | . | .
Cc1nn(CCOc2ccccc2)c(=O)n1-c1ccccc1 | -16 | -9 | 0 | -3 | -10 | -67 | -44 | -59 | -42 | -1.5 | -3
COC(=O)c1ccc(Cl)c(S(=O)(=O)N2CCCC2)c1 | -8 | -5 | -1 | 2 | -3 | 3 | 18 | -18 | 2 | -0.1 | 2
Cc1cc(Br)ccc1OCc1nnc(-c2ccccc2)o1 | -42 | -8 | . | -4 | . | -47 | -73 | -96 | -33 | 1.2 | -3
CCC(c1nnnn1CS(=O)(=O)c1ccc(C)cc1)N1CCC(C(N)=O)CC1 (stereo not given) | 8 | -21 | -3 | -3 | -5 | 16 | 1 | -19 | -15 | -2.0 | -5
CCCCn1c(N)c(N(CCOC)C(=O)c2cnc(C)cn2)c(=O)[nH]c1=O | -14 | 1 | 0 | 8 | 2 | -4 | 9 | -15 | -9 | -2.6 | -2
Nc1c(C(=O)c2ccc(Cl)cc2)sc2c1c(=O)[nH]c(=O)n2-c1ccccc1 | 3 | -11 | 8 | 4 | -3 | 12 | 14 | 12 | -17 | 1.8 | 16
Cc1ccc(NC(=O)C2CCN(S(=O)(=O)c3cccc(C(F)(F)F)c3)CC2)nc1 | -5 | -9 | -8 | -11 | 9 | -1 | 11 | -16 | -37 | 0.1 | 10
Cc1ccc(C(=O)NCC(c2ccc(F)cc2)N2CCOCC2)cc1S(=O)(=O)N1CCOCC1 (stereo not given) | 15 | -5 | -1 | 4 | -5 | -18 | -8 | -10 | -4 | -1.1 | 15

An excerpt (hit frequency here may not be typical).
